Screens from PubChem.
Tcruzi prolif – inhibitors of T. cruzi proliferation | AID 624255 | inhibition, % at 8.34 µM | T. cruzi beta-gal in NIH3T3, GalScreen luminescence, 90 h | 5.9% of 77,000 active;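 active means mean inhibition above about 93%, with at least 55% of replicates each passing it, limit read from the data, passing the limit was not always enough; inconclusive means only one of those two conditions holds; inactive means neither condition holds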
C diff growth – C. difficile growth inhibition; Clostridium difficile clinical isolate growth, OD600, 24 h; active compounds read low; growth activity, negative = inhibition, % at 16 µg/mL (by protocol); 0.25% of 86,000 active;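 active means mean growth activity at or below -80% and every replicate also at or below -80%; inconclusive means mean at or below -80% but some replicate above -80%; inactive means mean growth activity above -80%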;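 further: 0% = DMSO wells and -100% = levofloxacin 16 µg/mL wells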
GASC1 inh – KDM4C (human) demethylase inhibition | Q9H3R0 | 0.15% of 96,000 active | inhibition, % at 12.5 µM | GST-KDM4C 2-372, H3K9me3 peptide, LANCE TR-FRET;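 active means mean replicate inhibition above about 25%, with at least 55% of replicates also reaching it, limit read from the data, passing the limit was not always enough; inconclusive means only one of those two conditions met; inactive means neither condition met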
Target sequence (Q9H3R0 2-372 limits assumed): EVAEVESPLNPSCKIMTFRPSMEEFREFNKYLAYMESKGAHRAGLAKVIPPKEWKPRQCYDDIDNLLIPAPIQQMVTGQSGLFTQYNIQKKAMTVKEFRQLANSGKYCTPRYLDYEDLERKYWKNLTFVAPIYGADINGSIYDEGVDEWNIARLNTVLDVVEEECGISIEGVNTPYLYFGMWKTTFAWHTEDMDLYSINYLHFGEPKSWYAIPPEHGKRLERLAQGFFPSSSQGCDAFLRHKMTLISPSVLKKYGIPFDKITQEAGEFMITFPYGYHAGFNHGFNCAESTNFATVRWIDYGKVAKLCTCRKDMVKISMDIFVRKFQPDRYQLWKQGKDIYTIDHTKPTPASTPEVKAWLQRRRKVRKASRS
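System: N-terminal GST-fused human GASC-1 (KDM4C) fragment, residues 2-372; amount: enzyme final amount 10 nM; incubation: reaction 30 min RT, detection step 1 h RT; medium: HEPES buffer, pH 7.5, plus ascorbate; technique: LANCE TR-FRET, Eu antibody, ULight-streptavidin, EDTA, ex 340 nm, em 618/671 nm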
Pf Dd2 growth – inhibitors of Plasmodium falciparum Dd2 growth. AID 1159554. P. falciparum Dd2 growth, SYBR Green, 72 h; active compounds read low. 2.3% of 94,000 active. activity change, % at 10 µM; in the data active means activity change below about -80%; inconclusive means no clear call, values can overlap the other calls
* marks the source's active call; other numbers are inactive results; ? = inconclusive; . = not tested or not shown; & = joins results of further samples.

SMILES | Tcruzi prolif | C diff growth | GASC1 inh | Pf Dd2 growth
Cc1noc(C)c1S(=O)(=O)N(C)C[C@@H]1OCCCC[C@H](C)Oc2ccc(NC(=O)c3ccccc3)cc2C(=O)N([C@H](C)CO)C[C@H]1C | 33.3 | 2.1 | 0.2 | -64.6
CCC(=O)N1CCC2(CC1)CN(C(=O)c1cnccn1)[C@H](CO)c1c2c2ccc(OC)cc2n1C | . | 6.1 | 1.1 | -7.5
COc1ccc(NC(=O)Nc2cccc3c2O[C@H](CN(C)C(=O)Nc2ccc(F)cc2)[C@@H](C)CN([C@H](C)CO)C3=O)cc1 | . | -0.1 | -1.9 | 0.6
O=C(C1CCC1)N1CC[C@@H]2[C@H](CO)Nc3ccc(C4=CCCCC4)cc3[C@@H]21 | . | 25.0 | . | -59.6
O=C(C[C@H]1CC[C@H](NC(=O)c2cccnc2)[C@@H](CO)O1)NCc1ccc(Cl)c(Cl)c1 | 27.7 | . | 0.4 | 1.2
CCNC(=O)[C@H]1[C@H](CO)[C@H]2Cn3c(ccc(/C=C/c4ccccc4)c3=O)[C@@H]1N2C(=O)C1CCCC1 | . | 0.3 | -1.9 | 15.3
CO[C@@H]1CN(C)C(=O)c2cc(NC(C)=O)ccc2OC[C@@H](C)N(Cc2cccnc2)C[C@@H]1C | 19.6 | 0.1 | 1.5 | 35.5
Cc1cccc(-c2ccc([C@@H]3[C@H](CO)N4CCCCN(C(=O)NC(C)C)C[C@@H]34)cc2)c1 | 103.9* | -2.8 | -1.4 | -22.5
CO[C@H]1CN(C)C(=O)c2cc(NC(=O)c3ccccc3)ccc2OC[C@H](C)N(C(C)=O)C[C@H]1C | -38.9 | . | 2.4 | 16.1
C[C@H]1CN([C@@H](C)CO)C(=O)c2cccc(N(C)C)c2O[C@H]1CN(C)C(=O)Nc1ccc(F)cc1 | . | 3.4 | 2.6 | -6.7
C[C@@H]1CN([C@@H](C)CO)C(=O)c2cc(NS(=O)(=O)c3ccc(Cl)cc3)ccc2O[C@@H](C)CCCCO[C@H]1CN(C)Cc1ccc(C(=O)O)cc1 | 32.0 | -1.6 | 0.2 | 27.8
O=C(C[C@H]1C=C[C@@H](NC(=O)c2ccccc2)[C@H](CO)O1)NCCc1ccncc1 | 11.5 | -2.1 | 3.4 | 17.9
COc1ccc(S(=O)(=O)N(C)C[C@@H]2Oc3c(NC(=O)Nc4cccc5ccccc45)cccc3C(=O)N([C@H](C)CO)C[C@@H]2C)cc1 | 125.8* | 2.7 | 10.6 | -92.0*
CCNC(=O)C[C@@H]1C=C[C@@H](NC(=O)C2CC2)[C@@H](CO)O1 | . | 4.6 | -1.4 | -3.4
COc1ccc2c3c([nH]c2c1)[C@H](CO)N(Cc1cccnc1)CC31CCN(C(=O)CN(C)C)CC1 | . | 1.2 | 0.2 | -86.0*
N#Cc1ccc(-c2ccc3c(c2)[C@H]2[C@H](CCN2C(=O)C2CC2)[C@@H](CO)N3)cc1 | 104.7* | -4.6 | ? | 16.3
Cc1ccc(S(=O)(=O)N2C[C@@H](O)COC[C@@H]3O[C@@H](CC(=O)N[C@H]4CCN(Cc5ccccc5)C4)CC[C@H]32)cc1 | -6.5 | . | 1.6 | -10.0
CCS(=O)(=O)N1[C@H](C#N)[C@H](c2ccc(C#CC(C)C)cc2)[C@@H]1CO | 48.2 | -1.5 | -1.4 | -2.3
C[C@H]1CN([C@@H](C)CO)C(=O)c2cc(NC(=O)Nc3cccc4ccccc34)ccc2O[C@H]1CN(C)Cc1ccc(Cl)c(Cl)c1 | ? | -0.2 | -3.9 | -13.0
C[C@@H]1CCCCO[C@H](CN(C)C(=O)Nc2ccccc2)[C@@H](C)CN([C@@H](C)CO)C(=O)c2cc(NC(=O)C3CCCCC3)ccc2O1 | 56.0 | 4.1 | -0.1 | -66.7
C[C@@H]1CN([C@H](C)CO)S(=O)(=O)c2ccc(C#CC3CC3)cc2O[C@@H]1CN(C)Cc1cccc(F)c1 | . | 7.4 | -0.4 | -48.8
C[C@@H]1CN([C@@H](C)CO)C(=O)c2cccc(NC(=O)CCCCCC(=O)Nc3ccccc3N)c2O[C@@H]1CN(C)S(=O)(=O)c1cn(C)cn1 | . | 15.6 | -4.3 | -16.3
CC(=O)N1CC[C@@H]2[C@H]1c1cc(-c3ccc(C#N)cc3)ccc1N(C)[C@@H]2CO | 80.1 | -8.0 | 0.1 | 4.1
O=C(O)C[C@H]1C[C@H]2c3cc(NC(=O)Nc4ccc(F)cc4)ccc3O[C@H]2[C@@H](CO)O1 | -66.8 | 0.5 | 0.4 | 21.8
O=C(C[C@@H]1CC[C@H]2[C@@H](COC[C@H](O)CN2C(=O)Nc2cccc(F)c2)O1)NCc1ccccc1Cl | . | 27.1&1.7 | -1.9 | -0.5

Later entries.
SMILES | Tcruzi prolif | C diff growth | GASC1 inh | Pf Dd2 growth
O=C(Nc1ccc(Cl)c(Cl)c1)N[C@H]1CC[C@H](CCn2cc(C3CCCCC3)nn2)O[C@H]1CO | 64.3 | 3.8 | 0.7 | -21.3
CN1c2ccc(C#Cc3cccnc3)cc2[C@@H]2[C@@H](CCN2S(=O)(=O)c2cccc(F)c2)[C@@H]1CO | 79.4 | 1.9 | -2.1 | -65.1
C[C@@H]1CN([C@@H](C)CO)C(=O)c2cccc(NC(=O)C3CC3)c2O[C@H]1CN(C)Cc1ccc2c(c1)OCO2 | 15.3 | -3.2 | 0.7 | -45.6
COc1ccc(CN(C)C[C@@H]2OCCCC[C@H](C)Oc3ccc(NC(=O)Nc4c(C)noc4C)cc3C(=O)N([C@@H](C)CO)C[C@@H]2C)cc1 | -22.1 | 5.9 | 1.5 | -9.6
O=C(C[C@H]1CC[C@H]2[C@@H](COC[C@@H](O)CN2C(=O)c2ccncc2)O1)NCc1cccc(F)c1 | -44.3 | 2.4&-0.2 | -0.2 | .
C[C@H]1CN([C@@H](C)CO)C(=O)c2cccc(NC(=O)Nc3ccc(F)cc3)c2O[C@@H]1CN(C)C(=O)Nc1cccc2ccccc12 | 35.6 | 7.5 | 1.3 | 3.9
C[C@H](CO)N1C[C@H](C)[C@@H](CN(C)Cc2ccccc2)Oc2ccc(NS(C)(=O)=O)cc2C1=O | 11.4 | -4.4 | 1.6 | 46.6
Cc1cccc(-c2ccc([C@H]3[C@@H](CO)N4CCCCN(S(=O)(=O)c5ccccc5F)C[C@@H]34)cc2)c1 | 35.2 | -0.6 | -1.6 | 12.9
C[C@@H]1CCCCO[C@H](CN(C)C(=O)Nc2ccc(F)cc2)[C@H](C)CN([C@@H](C)CO)C(=O)c2cc(NS(=O)(=O)c3ccc(Cl)cc3)ccc2O1 | . | . | -1.0 | -60.9
O=C(CN1CCOCC1)NCC[C@H]1CC[C@H](NS(=O)(=O)c2ccc(F)cc2)[C@H](CO)O1 | 11.7 | . | 13.3 | 26.5
CCC(=O)N1CC2(C1)CN(C(=O)c1ccccn1)[C@@H](CO)c1c2c2ccc(OC)cc2n1C | . | 2.0 | -0.2 | 34.9
C[C@@H]1CN([C@H](C)CO)S(=O)(=O)c2ccc(C#CC3CCCCC3)cc2O[C@@H]1CN(C)Cc1cccnc1 | 63.6 | . | -2.1 | -32.3
COc1cccc(S(=O)(=O)N2C[C@@H](O)COC[C@@H]3O[C@@H](CC(=O)N4CCOCC4)CC[C@H]32)c1 | 8.0 | . | 1.5 | 4.5
CO[C@H]1CN(C)C(=O)c2cc(NS(=O)(=O)c3cccc(F)c3)ccc2OC[C@H](C)N(Cc2cc(F)ccc2F)C[C@H]1C | 114.7* | 11.2 | -1.0 | -24.4
Cc1ccc(S(=O)(=O)Nc2ccc3c(c2)C(=O)N([C@H](C)CO)C[C@H](C)[C@H](CN(C)C(=O)Nc2c(C)noc2C)OCCCC[C@H](C)O3)cc1 | 11.1 | 4.8 | -0.3 | 14.1
COc1ccc(S(=O)(=O)N(C)C[C@@H]2OCCCC[C@H](C)Oc3ccc(NC(=O)Nc4c(C)noc4C)cc3C(=O)N([C@H](C)CO)C[C@@H]2C)cc1 | 25.3 | -3.0 | 1.1 | -66.9
COc1ccc2c3c(n(C)c2c1)[C@H](CO)N(Cc1ccc2c(c1)OCO2)CC31CCN(C(=O)c2ccc3c(c2)OCO3)CC1 | . | 9.4 | -0.2 | ?
C[C@H](CO)N1C[C@H](C)[C@@H](CN(C)CC2CC2)Oc2ccc(NC(=O)CCCN(C)C)cc2CC1=O | -37.2 | 0.0 | 4.5 | -0.1
CC(=O)NC[C@@H]1[C@@H](c2ccc(C#Cc3ccccc3F)cc2)[C@@H](CO)N1C(C)=O | . | -13.7 | -2.2 | -20.4
C[C@H](O)C#Cc1ccc2c(c1)O[C@H](CN(C)Cc1ccc(-c3ccccc3)cc1)[C@@H](C)CN([C@@H](C)CO)S2(=O)=O | 59.2 | 3.1 | -0.6 | -59.5
Cc1noc(C)c1S(=O)(=O)N(C)C[C@@H]1Oc2ccc(NS(=O)(=O)c3cccs3)cc2C(=O)N([C@@H](C)CO)C[C@@H]1C | -85.9 | . | -1.9 | 2.3
CN1CCN(C(=O)C[C@H]2CC[C@@H](NS(=O)(=O)c3cccc(F)c3)[C@@H](CO)O2)CC1 | 18.2 | 1.7 | 0.9 | 11.1
CO[C@@H]1CN(C)C(=O)c2ccc(NC(=O)NC(C)C)cc2OC[C@H](C)N(C(=O)CC2CC2)C[C@H]1C | -19.0 | 2.4 | 1.5 | 29.7
OC[C@@H]1[C@H](c2ccc(C3=CCCCC3)cc2)[C@@H](CNC2CCCC2)N1CC1CC1 | . | 20.4 | 3.7 | -91.5*
COc1ccccc1NC(=O)N1[C@H](C#N)[C@H](c2ccccc2)[C@H]1CO | -21.8 | -21.9 | -0.7 | 14.2

Structures above that have a COOH group (2):
SMILES | Tcruzi prolif | C diff growth | GASC1 inh | Pf Dd2 growth
C[C@@H]1CN([C@@H](C)CO)C(=O)c2cc(NS(=O)(=O)c3ccc(Cl)cc3)ccc2O[C@@H](C)CCCCO[C@H]1CN(C)Cc1ccc(C(=O)O)cc1 | 32.0 | -1.6 | 0.2 | 27.8
O=C(O)C[C@H]1C[C@H]2c3cc(NC(=O)Nc4ccc(F)cc4)ccc3O[C@H]2[C@@H](CO)O1 | -66.8 | 0.5 | 0.4 | 21.8

(further entries)
SMILES | Tcruzi prolif | C diff growth | GASC1 inh | Pf Dd2 growth
O=C(C[C@@H]1CC[C@H]2[C@@H](COC[C@H](O)CN2C(=O)Nc2ccc(C(F)(F)F)cc2)O1)NCC1CC1 | 40.5 | . | -0.4 | 5.2
C[C@@H]1CN([C@H](C)CO)C(=O)Cc2cc(N(C)C)ccc2O[C@H]1CN(C)S(=O)(=O)c1ccccc1 | 17.2 | -0.8 | 1.2 | 7.3
C[C@@H]1CCCCO[C@@H](CN(C)Cc2ccccc2)[C@H](C)CN([C@@H](C)CO)C(=O)c2cc(NC(=O)C3CCCCC3)ccc2O1 | 100.2 | 2.3 | 0.9 | -40.6
N#C[C@H]1[C@H](c2ccccc2C2=CCCCC2)[C@H](CO)N1C(=O)c1ccccn1 | . | -2.8 | 4.4 | 9.9
C[C@@H]1CN([C@@H](C)CO)C(=O)Cc2cc(NC(=O)C3CC3)ccc2O[C@@H]1CN(C)S(=O)(=O)c1cn(C)cn1 | -3.1 | -6.4 | -0.3 | 15.4
CCCN(C)C[C@@H]1OCCCC[C@H](C)Oc2ccc(NC(=O)CCC(F)(F)F)cc2C(=O)N([C@@H](C)CO)C[C@@H]1C | 16.6 | 0.9 | 1.9 | .
Cc1ccc(-c2ccc(C3[C@H]4CNC[C@@H]3N4S(=O)(=O)c3ccccc3F)cc2)cc1 (stereo partly specified) | . | -7.3 | 1.1 | -41.7
CC(C)NC(=O)N(C)C[C@H]1Oc2ccc(NC(=O)c3ccncc3)cc2C(=O)N([C@H](C)CO)C[C@H]1C | 27.0 | 0.5 | -3.0 | 0.1
C[C@@H]1CN([C@H](C)CO)C(=O)c2cc(NC(=O)CCC(F)(F)F)ccc2O[C@H]1CN(C)Cc1ccc(C(=O)O)cc1 | 31.0 | 1.6 | 0.8 | 11.0
O=C(C1CCCCC1)N1CC(=O)N2[C@H](C1)[C@@H](c1ccc(-c3ccccc3F)cc1)[C@@H]2CO | . | 1.1 | -0.1 | -56.3
COc1ccc(CN(C)C[C@H]2OCCCC[C@@H](C)Oc3ccc(NS(=O)(=O)c4ccc(Cl)cc4)cc3C(=O)N([C@@H](C)CO)C[C@H]2C)cc1 | ? | 6.0 | -0.6 | -58.7
COc1ccc2c3c([nH]c2c1)[C@@H](CO)N(C(=O)CC1CC1)CC31CN(C(=O)CC2CC2)C1 | . | -6.1 | 0.3 | -5.2
CO[C@@H]1CN(C)C(=O)c2cc(NC(=O)NC(C)C)ccc2OC[C@H](C)N(C(=O)C2CCC2)C[C@H]1C | 74.3 | . | 0.7 | 27.0
COCC(=O)N1[C@@H]2c3ccc(-c4ccncc4)c(=O)n3C[C@@H]2[C@@H](CO)[C@@H]1C(=O)Nc1ccccc1 | 8.7 | -0.3 | -0.6 | 10.7
